# TCR activator – activators of T cell receptors | primary human leukocytes, anti-CD3, IL-2 HTRF, 48 h | 330,000 tested, under 10 active | Potency, µM (doses to about 9.22 µM), for inactives: at the top dose activation of IL-2 secretion, hits mostly activators | AID 504894; note: % of control where 0% means no effect
#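 IL-2 produced over 48 hr by a-CD3 bead-stimulated primary human leukocytes exposed to compounds was detected with a homogeneous time-resolved FRET immunoassay, 665nm acceptor signal after 320nm excitation.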
# a7 integrin act – integrin-mediated muscular dystrophy alleviation activation | alpha7betagal myoblasts, beta-gal FDG fluorescence, 48 h | Potency, µM (highest dose often 38.3 µM), for inactives: top-dose activation, actives largely listed as activators | actives 0.064% (n = 350,000) | AID 624291;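 note: potency is the fitted concentration of half-maximal effect; 100% = response of the positive control SU9516; nearly all actives have a fitted effect of over 60% in size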
#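 Alpha7betagal+/- myoblasts (passage 13) were plated 16-24 hr, then exposed to compounds (1:260 dilution of DMSO stock) for 48 hours at 37C. After MPER lysis, β-galactosidase reporter activity was read as FDG fluorescence (ex 480/em 540) after 30 minutes.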
# TSG101-PTAP inh – blocks PTAP/TSG101 interaction to inhibit HIV-1 budding. Q99816. Fluorescence polarization, FITC-PTAP peptide / Tsg101 binding. Potency, µM (series often up to 115 µM), inactives show at the top dose activity change, negative = inhibition, hits mostly inhibitors. 340,000 tested, under 10 active; active = well fitted inhibition curve with a large enough effect in the main read-out, with a control signal flat, not every such curve was filed as active; inconclusive = small, poorly fitted or top-dose-only effect, or effect the other way, or a change in a side signal; inactive = no such curve, though single readings can be large or run the other way; note: potency is the fitted concentration of half-maximal effect; % of control where 0% means no effect
#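 FP read-out: FITC-PTAP peptide, 50 nM final, binding Tsg101 binding domain, 10 uM final; 20 min, r.t.; 10 mM HEPES pH 7.5, 0.15 M NaCl, 0.01% Tween 20, 3 mM EDTA, 0.1 mM TCEP.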
# p53 reactivation – restores transcriptional activity of mutant p53 | H1299 p53-A138V BP100-luciferase reporter, luminescence, 24 h | Potency, µM (doses to about 92.2 µM), for the others: at the top dose activity change, positive = activation, usual class: activators | actives 0.063% (n = 320,000) | AID 504706; note: potency is the fitted concentration of half-maximal effect; % of control where 0% means no effect; nearly all actives have a fitted effect of over 45% in size
#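 p53-null H1299 cells stably carrying temperature-sensitive p53-A138V and a BP100-luciferase reporter were pinned with compounds (4-point, 1:5 series) and held 24 hrs at 37 deg C. Luminescence was read 10 min after detection reagent.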
# CXXC DNA block – inhibitors of human MLL CXXC domain-DNA interaction | Q03164 | actives 0.037% (n = 290,000) | MLL-CXXC / FITC-HOXA9 DNA fluorescence polarization | Potency, µM (doses to about 115 µM), for the others: at the highest dose activity change, negative = inhibition, usual class: inhibitors; active = well fitted inhibition curve with a large enough effect in the polarisation, with a control signal flat, not every such curve was filed as active; inconclusive = small, poorly fitted or top-dose-only effect, or effect the other way, or a change in a side signal; inactive = no such curve, though single readings can be large or run the other way; the % refers to the polarisation; note: potency is the fitted concentration of half-maximal effect
#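 Steps: dispense CXXC domain solution (7 uM) → pin compounds or unlabeled HOX-A9 DNA control → 5 min ambient → add FLSN-HOX-A9 solution (50 nM) → spin → 30 min ambient → fluorescence polarization. Tris pH 7.5/NaCl/DTT/BSA buffer.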
# BRCA1 expr act – increases BRCA1 expression; MCF7-BRCA1-FFLuc reporter, luminescence, 48 h; response scale: scaled: vehicle 0%, 10 µM genistein 100%; Potency, µM (highest dose often 46.1 µM), for inactives: at the highest dose activation, most hits filed as activators; actives 1.1% (n = 380,000); AID 624202; note: potency is the fitted concentration of half-maximal effect; nearly all actives have a fitted effect of over 80% in size; some results filed as inactive show a strong effect at the top dose
#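 First, MCF7-BRCA1-FFLuc cells (2000/well) attach for 2 h; next, compounds are pin-added and incubated 48 h at 37 °C; finally, luciferase reagent is added and luminescence read after 15 min.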
# ELG1 repair inh – blocks ELG1-dependent DNA repair in HEK293T cells. HEK293T ELG1-luciferase reporter, luminescence, 16 h; DNA damage induced by 5-fluorouridine. Potency, µM (highest dose often 46.1 µM), for the others: at the top dose activity change, negative = inhibition, actives largely listed as inhibitors. actives 2.3% (n = 330,000). AID 504467; note: potency is the fitted concentration of half-maximal effect; % is set by controls: 0 for no effect and ±100 for the full control effect; nearly all actives have a fitted effect of over 55% in size
#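 Luminescence from the luciferase reporter, measured 30 min after ONE-Glo reagent at room temperature, was the read-out. Beforehand, 2,000 cells per well were exposed for 16 hr at 37 °C to 5-fluorouridine together with compound or vehicle.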
# AT treatment – potential ataxia-telangiectasia treatments restoring KAP-1 phosphorylation. […] A-T fibroblasts, KAP-1 phosphorylation AlphaLISA; neocarzinostatin DNA damage 30 min before lysis. Potency, µM (doses to about 57.5 µM), without a hit: at the top dose activation, most hits filed as activators. actives 0.19% (n = 320,000). AID 485349; note: potency is the fitted concentration of half-maximal effect; % of control where 0% means no effect; nearly all actives have a fitted effect of over 45% in size
#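 hTERT-immortalized A-T patient fibroblasts ([…]), 500 cells/well in OPTI-MEM, 1% FBS, got compounds for 60 min, then NCS for 30 min at 37C. Lysates were then assayed for phospho-KAP-1 by AlphaLISA (anti-pKAP1 donor, anti-KAP1 acceptor beads), 6 hr at 25C.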
# B2AR arrestin – beta2AR (human) beta-arrestin recruitment activity. beta-arrestin recruitment to beta2AR, cell-based reporter. Potency, µM (doses to about 46.1 µM), for the others: at the top dose activation, actives largely listed as activators. actives 0.02% (n = 330,000). P07550;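 note: potency is the fitted concentration of half-maximal effect; 0% = DMSO controls and full agonism = EC100 isoproterenol or metaproterenol; nearly all actives have a fitted effect of over 65% in size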
# TRPV1 ag – agonists of human vanilloid receptor 1 (TRPV1) | AID 540275 | actives 0.19% (n = 320,000) | activation, % at 8.33 µM | TRPV1-expressing cells, Fluo-8 calcium influx, agonist mode | Q8NER1; in the data active = activation above about 80%; inconclusive = between about 30% and that limit; note: 0% is about no effect
# Target sequence (Q8NER1 whole entry, looked up): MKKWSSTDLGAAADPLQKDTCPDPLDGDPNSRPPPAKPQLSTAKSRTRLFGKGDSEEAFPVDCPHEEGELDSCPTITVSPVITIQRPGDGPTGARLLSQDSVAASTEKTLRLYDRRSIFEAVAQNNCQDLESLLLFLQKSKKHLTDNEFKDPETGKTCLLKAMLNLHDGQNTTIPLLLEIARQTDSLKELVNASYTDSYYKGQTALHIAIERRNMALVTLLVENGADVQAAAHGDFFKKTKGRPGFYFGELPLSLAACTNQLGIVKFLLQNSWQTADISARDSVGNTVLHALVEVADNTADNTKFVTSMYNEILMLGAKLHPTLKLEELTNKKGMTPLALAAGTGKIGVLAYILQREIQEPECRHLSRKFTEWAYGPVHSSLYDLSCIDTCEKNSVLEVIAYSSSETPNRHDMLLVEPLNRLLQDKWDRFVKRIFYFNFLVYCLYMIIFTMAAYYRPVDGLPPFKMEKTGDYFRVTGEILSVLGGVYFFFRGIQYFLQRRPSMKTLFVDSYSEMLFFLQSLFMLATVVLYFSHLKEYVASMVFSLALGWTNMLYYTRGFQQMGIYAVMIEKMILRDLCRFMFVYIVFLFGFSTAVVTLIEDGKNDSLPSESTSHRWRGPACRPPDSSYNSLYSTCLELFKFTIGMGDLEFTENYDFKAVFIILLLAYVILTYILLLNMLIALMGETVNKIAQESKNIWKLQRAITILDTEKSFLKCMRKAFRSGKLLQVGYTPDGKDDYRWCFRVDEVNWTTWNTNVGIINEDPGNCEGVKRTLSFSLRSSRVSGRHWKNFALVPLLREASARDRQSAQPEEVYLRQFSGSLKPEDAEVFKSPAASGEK
#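 TRPV1-expressing cells were cultured overnight at 35.5C and loaded with Fluo-8 calcium dye for 40 to 90 min at room temperature. After a 10 s baseline, compound was added and calcium influx was read kinetically for 3 min (ex 480/em 520 nm).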
# * = called active by the depositor; ? = inconclusive; . = not tested or not shown; & = joins results of further samples; [ ] = dose if it differs, or a comment. Unless noted, calls come from the whole dose curve; as a rule, active = well fitted curve in the direction sought with a large enough effect; inconclusive = small, poorly fitted or top-dose-only effect, or another doubt; inactive = no such curve, though single readings can be large; an effect the other way counts as inactive or inconclusive.
SMILES	TCR activator	a7 integrin act	TSG101-PTAP inh	p53 reactivation	CXXC DNA block	BRCA1 expr act	ELG1 repair inh	AT treatment	B2AR arrestin	TRPV1 ag
O=C(NC1CCN(C(=O)Nc2cccc(F)c2)CC1)c1ccco1	2%	14%	-8%	-5%	1%	6%	11%	1%	-0.1%	4
O=C(Nc1ccccc1)c1ccc(=O)n(Cc2cccc(Cl)c2)c1	-5%	13%	1%	-5%	1%	-42%	-20%	5%	0.1%	18
Cc1cccc(-c2nc3ccccc3c(=O)n2N)c1	-5%	14%	-1%	-4%	36%[activator]	6%	-2%	0%	-0.1%	2
CSc1ccccc1C(=O)NC(C)c1ccc(-n2ccnc2)cc1 (configuration not stated)	-7%	-44%	-3%	1%	38%[activator]	-5%	5%	16%	0.1%	-13
CCCCCn1c(CN2CCN(C)CC2)nc2c1c(=O)n(C)c(=O)n2C	-10%	14%	-13%	1%	2%	-8%	9%	-13%	0.3%	.
O=C(NCC(c1ccco1)N1CCN(c2ccccc2)CC1)C(=O)NC1CCCCC1 (configuration not stated)	-5%	-8%	3%	1%	.	-2%	-20%	0%	0.0%	-2
COC(=O)C1(C(=O)OC)NOC2C(=O)N(c3ccccc3)C(=O)C21 (configuration not stated)	.	5%[7.66 µM]	-4%	7%	0%	20%	-3%	2%	0.1%	-2
O=C(COC(=O)c1ccccc1OCc1ccccc1Cl)NCC1CCCO1 (configuration not stated)	0%	-18%	-1%	4%	.	0%	?	4%	0.0%	.
C=CCn1c(CSCc2ccccc2)nnc1SCC(=O)NCc1ccccc1	-2%	-4%	-3%	6%	-2%	0%	-1%	-1%	-0.4%	.
O=C(O)CCC(=O)OCC1CCCCC1	-6%	1%	-3%	2%	-2%	-1%	13%	-1%	0.1%	1
C=C(C)COc1ccc(-c2n[nH]c(C)c2-c2ccccc2OC)c(O)c1	5%	-35%	-4%	-4%	1%	-85%	?	16%	-0.1%	-5
Nc1nnnn1/N=C/c1cccc(Oc2ccccc2)c1	3%	-25%	-5%	18%	6%	43%	?	5%	0.2%	7
CC(/C=C1\SC(=S)N(NS(=O)(=O)c2ccccc2)C1=O)=C\c1ccccc1	-4%	-22%	-5%	2%	-1%	-2%	6%	-4%	-0.7%	-1
CC(NC(=O)CSc1nnc(COc2ccccc2)o1)c1ccccc1 (configuration not stated)	-6%	-18%	-3%	-3%	3%	11%	-7%	6%	0.0%	3
Cc1ccc2cc(/C=C3\N=C(c4ccccc4)OC3=O)c(N3CCOCC3)nc2c1	4%	-3%	4%	-11%	?	-3%	-3%	2%	0.5%	0
COC(=O)c1ccsc1NC(=O)c1ccccc1	-1%	8%	-3%	4%	-2%	-20%	-2%	4%	-0.4%	6
Cc1nn(-c2cccc(Cl)c2)nc1C(=O)Nc1cccc(C(=O)NC2CC2)c1	5%	-17%	-2%	-2%	.	-19%	?	-2%	-0.2%	?
COc1cccc(N2CCN(C(=O)CN(c3ccc(C)cc3)S(=O)(=O)c3c(C)n[nH]c3C)CC2)c1	6%	25%	0%	-8%	-4%	-46%	?	2%	0.6%	.
CCOC(=O)C1=C(N)OC2=C(C(=O)CCC2)C1c1cccnc1 (configuration not stated)	3%	12%	-2%	-4%	0%	-23%	2%	-17%	-0.6%	1
CN(c1ccccc1)c1ccc(/C=C(/CCC(=O)O)c2nc3ccccc3s2)cc1[N+](=O)[O-]	-5%	4%	0%	.	.	-31%	.	.	.	.
COc1ccc(NC(=S)Nc2cc(S(=O)(=O)N3CCCCC3)ccc2OC)cc1	3%[46.1 µM]	.	.	6%	-2%	.	-3%	10%	-4.5%	2
Cc1ccccc1CS(=O)(=O)CC(O)CN1CCCC1=O (configuration not stated)	0%	3%	-3%	5%	-4%	31%	13%	26%	-1.0%	2
CCCCc1ccc(CC(=O)O)cc1	9%	5%	-8%	-8%	2%	2%	2%	-2%	-0.1%	6
CCN(CC)c1ncnc2c1cnn2C	-4%	15%	-1%	2%	2%	12%	11%	1%	0.5%	.
CC(C)c1ccc(C(=O)NCCCN2CCN(CCCNC(=O)c3ccc(C(C)C)cc3)CC2)cc1	4%[46.1 µM]	-45%	-2%	3%	0%	-49%	-17%	-6%	-0.3%	2
CC[C@@H]1C=C(C(=O)O)[C@H](c2ccc(C#N)cc2)N1S(=O)(=O)c1ccc(C)cc1	-1%	1%	1%	2%	.	-4%	14%	17%	-0.2%	.
O=C(COC(=O)[C@@H]1CC(O)CN1S(=O)(=O)c1ccc2c(c1)OCCO2)Nc1ccccc1F (some centres not stated)	2%	2%	0%	1%	5%	-14%	1%	-4%	-0.2%	0
Cc1ccc(S(=O)(=O)n2oc(=O)c(C3CCCCC3)c2N)cc1	-5%	0%	-1%	.	.	-21%	.	.	.	.
Cc1csc(NC(=O)c2ccc3c(c2)OCO3)n1	5%	3%	-3%	?	10%	?	?	-4%	0.1%	?
CSc1ccccc1C(=O)Nc1cc(C)ccc1C	-1%	6%	-1%	-5%	-6%	1%	-3%	4%	0.1%	1

# (list continues)
SMILES	TCR activator	a7 integrin act	TSG101-PTAP inh	p53 reactivation	CXXC DNA block	BRCA1 expr act	ELG1 repair inh	AT treatment	B2AR arrestin	TRPV1 ag
Cc1nnc(SCC(=O)Nc2sccc2C#N)s1	10%	8%	-8%	28%	4%	-21%	2%	-7%	-0.3%	1
CN(CC(=O)Nc1cccc(S(=O)(=O)N2CCCC2)c1)CC(=O)Nc1ccc(F)c(F)c1F	-6%	-12%	-8%	.	.	-47%	.	.	.	.
O=C(N/N=C/c1cc(Cl)ccc1O)C(=O)Nc1ccccc1OC(F)(F)C(F)F	-3%[46.1 µM]	-12%	0%	?	?	-72%	?	1%	-0.7%	?
CCN(CC)S(=O)(=O)c1ccc(N/N=C(\C)c2ccc(OC)cc2O)nc1	-24%	-38%	-10%	?	5%	-71%[inhibitor]	-30%	-27%	?	17
COC(=O)Oc1ccc(/C=N/NC(=O)CN(c2ccccc2Cl)S(C)(=O)=O)cc1OC	-3%	25%	-2%	-2%	7%	9%	-5%	-3%	0.0%	5
O=C(O)c1cc(Cl)c(Cl)cc1C(=O)NCc1ccco1	-1%	-26%	-1%	12%	9%	4%	14%	-11%	-0.1%	0
CCOC(=O)N1CCC(N2CC34C=CC(O3)C(C(=O)O)C4C2=O)CC1 (configuration not stated)	-3%	3%	-1%	0%	-3%	4%	-1%	3%	-0.3%	-4
CC(=O)c1ccc(N2CCN(CN3C(=O)CC4(CCCC4)C3=O)CC2)c(F)c1	6%	-28%	-1%	5%	-6%	-1%	24%	8%	0.0%	-1
COc1ccc(CNC(=O)C2CCN(S(=O)(=O)c3ccc(Br)s3)CC2)cc1	-3%	-14%	-1%	-2%	18%	-3%	?	8%	0.0%	?
Fc1cccc(/C=N/Nc2nncc3ccccc23)c1	7%	4%	-2%	.	10%	?	?	18%	-0.8%	4
COc1ccc(C(=O)/C=C/Nc2cccc(O)c2)cc1	0%	-5%	1%	?	19%	-6%[1.84 µM]	?	-8%	-0.2%	14
CC(=O)c1ccc(N2CCN(C(=O)C3CCCN(S(=O)(=O)c4cnc[nH]4)C3)CC2)cc1 (configuration not stated)	6%	10%	-2%	17%	-3%	32%	16%	0%	-0.4%	0
CCn1cc([N+](=O)[O-])c(C(=O)Nc2c(C)nn(Cc3cccc(F)c3)c2C)n1	-4%[46.1 µM]	-12%	-3%	1%	-4%	-18%	4%	0%	0.7%	-1
Cc1c(C(=O)N2CCN(c3ccc(F)cc3)CC2)oc2c1C(=O)CCC2	-2%	0%	-4%	-8%	5%	-3%	-19%	3%	-0.7%	16
Cc1ccc(-n2c(SCC(N)=O)nc3c([nH]c4ccccc43)c2=O)cc1	-7%	-1%	-2%	-7%	3%	-20%&13%	-12%	-2%	0.3%	6
CSc1nc(SCCN(C)C)c2c3c(sc2n1)COC(C)(C)C3	1%	-71%[inhibitor]	-4%	-3%	-2%	-16%	-15%	4%	-0.5%	.
O=C(COc1ncnc2sccc12)N1CCN(S(=O)(=O)c2ccc(Cl)cc2)CC1	-4%	19%	-5%	3%	0%	-11%	-22%	-4%	-0.3%	0
COc1ccc(CN(C)S(=O)(=O)c2c(C)noc2C)cc1OC	4%	-1%	-2%	0%	.	-10%	2%	-2%	-0.1%	-3
CCC(=O)Nc1ccc(NCc2ccc(-c3ccccc3)cc2)cc1	.	11%	0%	-16%	4%	16%	?	-6%	-0.3%	0
